High-throughput results from PubChem.
HCV inhibitor – HCV inhibition. Huh7.5.1 HCVcc-Cre infection, luciferase reporter, 44 h. Potency, µM (highest dose often 41.8 µM), without a hit: at the top dose activity change, negative = inhibition, most hits filed as inhibitors. 340,000 compounds, 3.4% hits. AID 651820; further: potency means the concentration at half of the fitted maximal effect
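Luciferase read-out (15 sec integration) after a 15 min room-temperature substrate step quantifies HCVcc-Cre infection. Cells, 1,000 per well, had compound added 4 h post-plating, then virus at ~0.5 moi, and were cultured 44 h.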
AmpC inh no detg – AmpC beta-lactamase inhibition without detergent | P00811 | AmpC nitrocefin hydrolysis, absorbance 480 nm, 0.0001% Triton | Potency, µM (doses to about 57.1 µM), for the others: at the top dose activity change, negative = inhibition, usual class: inhibitors | 330,000 compounds, 0.52% hits;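 further: potency means the concentration at half of the fitted maximal effect; plate controls were no compound for no effect and no enzyme for full effect; nearly all actives have a fitted effect of over 20% in size; some results filed as inactive show a strong effect at the top dose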
Target sequence (P00811 whole entry, looked up): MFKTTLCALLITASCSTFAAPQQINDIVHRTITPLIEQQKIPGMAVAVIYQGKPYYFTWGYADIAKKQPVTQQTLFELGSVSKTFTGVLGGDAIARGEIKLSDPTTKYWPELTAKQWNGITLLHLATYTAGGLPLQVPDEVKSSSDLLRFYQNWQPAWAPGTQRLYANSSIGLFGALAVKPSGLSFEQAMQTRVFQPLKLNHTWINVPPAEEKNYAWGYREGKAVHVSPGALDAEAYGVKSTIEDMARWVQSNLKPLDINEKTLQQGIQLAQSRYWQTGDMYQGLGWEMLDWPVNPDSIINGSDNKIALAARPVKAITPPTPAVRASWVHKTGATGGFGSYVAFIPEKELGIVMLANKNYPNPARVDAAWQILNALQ
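AmpC (5.3 nM in the dispensed reagent) in 20 mM phosphate pH 7.0 with 0.01% (detergent screen) or 0.0001% Triton X-100 was preincubated with compounds for 15 min at room temperature. Nitrocefin was then added from an 800 uM solution, and hydrolysis was followed at 480 nm.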
AmpC inh detg – AmpC beta-lactamase inhibition with detergent present; P00811; AmpC hydrolysis of nitrocefin, absorbance 480 nm, 0.01% Triton; Potency, µM (series often up to 114 µM), for the others: top-dose activity change, negative = inhibition, actives largely listed as inhibitors; 370,000 compounds, 0.041% hits; AID 485294;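 further: potency means the concentration at half of the fitted maximal effect; 0% = no-compound wells and -100% = no-enzyme wells; nearly all actives have a fitted effect of over 25% in size; some results filed as inactive show a strong effect at the top dose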
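AmpC (5.3 nM in the dispensed reagent) in 20 mM phosphate pH 7.0 with 0.01% (detergent screen) or 0.0001% Triton X-100 was preincubated with compounds for 15 min at room temperature. Nitrocefin was then added from an 800 uM solution, and hydrolysis was followed at 480 nm.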
LmPK inh – blocks Leishmania mexicana pyruvate kinase activity | Q27686 | purified LmPK, Kinase-Glo ATP luminescence, 1 h | Potency, µM (titrated, usually from 57.5 µM), for inactives: at the top dose activity change, negative = inhibition, most hits filed as inhibitors | 290,000 compounds, 0.37% hits | AID 1721; further: potency means the concentration at half of the fitted maximal effect
Target sequence (Q27686 whole entry, looked up): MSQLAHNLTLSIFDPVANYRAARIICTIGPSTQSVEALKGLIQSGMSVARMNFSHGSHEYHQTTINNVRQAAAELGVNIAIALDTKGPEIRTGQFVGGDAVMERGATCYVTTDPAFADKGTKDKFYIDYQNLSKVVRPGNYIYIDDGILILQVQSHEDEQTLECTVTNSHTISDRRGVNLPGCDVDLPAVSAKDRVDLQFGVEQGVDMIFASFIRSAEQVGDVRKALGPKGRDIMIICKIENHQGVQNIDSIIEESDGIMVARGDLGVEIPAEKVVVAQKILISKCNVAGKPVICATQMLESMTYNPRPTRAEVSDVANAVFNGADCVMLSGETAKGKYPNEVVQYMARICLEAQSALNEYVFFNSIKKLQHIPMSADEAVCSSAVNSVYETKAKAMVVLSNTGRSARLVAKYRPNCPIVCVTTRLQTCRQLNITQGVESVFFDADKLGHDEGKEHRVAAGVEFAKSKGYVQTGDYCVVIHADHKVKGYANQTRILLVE
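0.1 nM LmPK, 0.5 mM PEP, 0.1 mM ADP; 50 mM imidazole pH 7.2, 7 mM MgCl2, 50 mM KCl; 1 h RT. Kinase-Glo luminescence readout, normalized to no-enzyme (full inhibition) and uninhibited wells.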
AMA1-RON2 inh – inhibitors of Plasmodium falciparum AMA1-RON2 interaction | AlphaScreen AMA1-biotinylated RON2 peptide binding | Potency, µM (series often up to 58.2 µM), without a hit: at the top dose activity change, negative = inhibition, usual class: inhibitors | 360,000 compounds, 0.2% hits | AID 720542;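 further: potency means the concentration at half of the fitted maximal effect; 0% = vehicle wells and -100% = peptide control; nearly all actives have a fitted effect of over 45% in size; some results filed as inactive show a strong effect at the top dose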
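AMA1 (3D7) with his tag at 25 nM final met compounds first, then biotinylated RON2 peptide at 25 nM; detection used donor plus acceptor beads, 10 µg/mL apiece, read by AlphaScreen after 30 min at room temperature.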
Tb PYK inh – blocks Trypanosoma brucei pyruvate kinase; Q57TT1; TbPYK enzyme, Kinase-Glo Plus ATP luminescence, 45 min; Potency, µM (highest dose often 76.8 µM), for the others: at the highest dose activity, negative = inhibition, most hits filed as inhibitors; 410,000 compounds, 0.12% hits; AID 624173; further: potency means the concentration at half of the fitted maximal effect; nearly all actives have a fitted effect of over 50% in size
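ADP (130 uM final) triggers the TbPYK reaction after compound addition; incubation is 45 min at room temperature. Kinase-Glo Plus is then added and luminescence imaged. Normalized data are fitted to concentration-effect curves.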
HCMV inh – blocks human cytomegalovirus replication. HFF cells, HCMV-luciferase reporter, 72 h; active compounds read low. activity change, negative = inhibition, % at 57.5 µM. 410,000 compounds, 4.5% hits. AID 1259415; in the data active means activity change below about -60%; inconclusive means no clear call, values can overlap the other calls; inactive means above about -39%
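Inhibition of viral replication was scored as loss of reporter luminescence in HFFs infected with HCMV-luciferase (MOI 1 PFU/cell) for 72 h; compounds tested at 2 doses, normalized to buffer and Salinomycin controls.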
* = called active by the depositor; ? = inconclusive; . = not tested or not shown; & = joins results of further samples; [ ] = remark or other dose. Unless noted, the call rests on the fitted dose curve; in most records, active means well fitted curve in the direction sought with a large enough effect; inconclusive means small, poorly fitted or top-dose-only effect, or another doubt; inactive means no such curve, though single readings can be large; an effect the other way counts as inactive or inconclusive. Unless noted, on the % scale 0 is the no-effect control and ±100 the full control effect.

SMILES | HCV inhibitor | AmpC inh no detg | AmpC inh detg | LmPK inh | AMA1-RON2 inh | Tb PYK inh | HCMV inh
Cc1cc2c(cc1C)C(=O)NC(C)(C)C2 | 11% | . | -3% | -5% | -2% | 1% | -39
O=C(CC(c1cccs1)N1Cc2ccccc2C1=O)Nc1ccc(F)cc1F (stereo not drawn) | . | . | 0% | . | . | -4% | 6
Cc1nc(N2CCCC2)c2ccsc2n1 | 14µM* | -9% | ? | 5% | 0% | -8% | -28
O=C(Nc1cccc(C(F)(F)F)c1)/C(=C/c1ccco1)NC(=O)c1cccs1 | 0% | -24% | 2% | 5% | -10% | -19% | 27
CCCCn1c(N)c(N(C)C(=O)c2ccc(Br)o2)c(=O)[nH]c1=O | 7% | -16% | 1% | . | -6% | 3% | 0
COc1cc(NC(=O)Nc2ccccc2OC)c(OC)cc1NC(=O)CN1CCCCC1 | 2.2µM* | 151%[activator] | 2% | 2% | -18% | -15% | -26
COc1ccc(N2C(=O)C3C(C2=O)C(C(=O)c2ccc(Cl)cc2)N2CCCC32)cc1 (stereo not drawn) | 5% | -23% | 6% | 9% | -7% | ? | -60*
O=C(NCCOc1nc(N2CCCCC2)nc(N2CCCCC2)n1)Nc1ccccc1 | ? | -8% | 10% | 4% | ? | 1% | ?
Cn1cnnc1Sc1ccc(C(=O)OCC(=O)NC2CC2)cc1[N+](=O)[O-] | 27% | 0%[11.4 µM] | ? | -3% | -6% | 5% | 63
CCc1ccccc1NC(=O)CN(C)C(=O)Cn1ncc(Cl)c(Cl)c1=O | 2.8µM* | -7% | -1% | -9% | -9% | -1% | -99*
COc1cccc(-c2nc3c(c(C)nn3-c3ccccc3)c3cc(OC)c(OC)cc23)c1 | . | . | -2% | . | . | -2% | 2
COCCNC(=O)c1cccc(OC2CCN(Cc3ccc(C(C)C)cc3)CC2)c1 | ? | 74%[activator] | ? | -7% | -10% | 1% | -18
CCCC(=O)Nc1c(C)n[nH]c1C | 17% | -15% | -7% | -2% | 49%[activator] | -6% | 15
O=C(CN1CCCCCC1)Nc1ccccc1F | 10% | -14% | -3% | -3% | 0% | 24% | -38
COc1ccc(CNC(=O)c2cccc(S(=O)(=O)N3CCN(c4ccc(F)cc4)CC3)c2)cc1 | 7.1µM* | -10% | 0% | . | -28% | 2% | ?
COc1ccccc1OCc1cc(C(=O)N2CC3C[C@@H]4CC2C[C@H](C3)C4)no1 | -21% | 33% | 5% | 4% | -8% | 7% | 69
Cc1ccc(OCc2cc(C(=O)Nc3ccccc3)oc2C)cc1 | -28% | -39% | -9% | -3% | 0% | -9% | 34
CN1C(=O)N(C)C2(CC1(C)C)CC(C)(C)N(C)C(=O)N2C | -2% | -4% | ? | -5% | -2% | -6% | 1
Cc1nc(N)nc(N/N=C/c2c(F)cccc2Cl)n1 | 10% | -16% | 1% | -9% | 62%[activator] | 1% | -36
O=C(CCN1C(=O)c2ccccc2C1=O)Nc1ccc(-c2cn3ccsc3n2)cc1 | -25% | -17% | -12% | 1% | -3% | -10% | 21
NS(=O)(=O)c1ccc(CCNC(=O)c2ccc(OCC3CCCO3)cc2)cc1 (stereo not drawn) | 7% | -17% | 2% | 3% | 28% | 1% | -5
Cn1cncc1C#Cc1ccc2cc(C3(O)CCCCC3)oc(=O)c2c1 | 14% | -13% | -8% | . | 12% | 8% | -1
COc1ccc(CC(=O)NCc2nnc(SCC(=O)Nc3cccc(F)c3)n2C)cc1 | -8% | -4% | -6% | 1% | 1% | -1% | -27
CCCCN(C(=O)c1ccc(S(=O)(=O)N(C)C)cc1)c1ccccc1 | -2% | 45% | 3% | 4% | -2% | 3% | ?
O=C(NC1CCN(Cc2ccccc2)CC1)c1[nH]c(C(F)(F)F)nc1-c1ccccc1 | . | . | . | . | 3%&-12% | 6%&-1% | 2&-12
Cc1ccc(CN2CCN(CC(=O)O)C2=O)cc1 | -1% | -14% | 2% | 2%[11.5 µM] | 5% | 3% | 47
O=C1CC2(CCCCC2)Oc2ccc(F)cc21 | 8% | . | . | . | 16% | -3% | -6
CC(=O)c1ccccc1NC(=O)COC(=O)C1COc2ccccc2O1 (stereo not drawn) | . | . | . | . | 6% | -1% | -15
C=CCN(CC(=O)NC1CCCC1)C(=O)C(=O)Nc1ccc2c(c1)OCCO2 | 11% | -10% | -10% | -6% | 2% | 3% | ?
COc1ccccc1NC(=O)O/N=C(\N)c1ccccc1 | 9% | -26% | 7% | 4% | -9% | -22% | -36
Cc1ccccc1OCC(=O)Nc1nnc(SCc2cc(=O)n3cccc(C)c3n2)s1 | . | . | 5% | . | . | 0% | 83
CC(=O)N1c2c(cc(Br)cc2S(=O)(=O)N2CCN(c3cccc(Cl)c3)CC2)CC1C (stereo not drawn) | . | . | -2% | . | . | 0% | -21
COc1ccccc1NC(=O)c1ccccc1NC(=O)c1cc(Cl)ccc1NC(=O)c1ccco1 | ? | -6% | 5% | 8% | -5% | -8% | 44
COc1cc(CC(=O)N(C)CC(=O)Nc2cc(C)ccc2C)cc(OC)c1OC | 25% | -1% | -16% | -8% | -3% | -5% | 6
O=C(Cc1ccc2c(c1)OCCO2)N1CCN(S(=O)(=O)c2cccc(Cl)c2Cl)CC1 | 22% | 27% | -12% | 3% | -20% | 5% | 14
COc1ccccc1OCC(=O)Nc1c2c(nn1-c1ccc(C)cc1)CS(=O)(=O)C2 | 5% | -10% | -18% | . | -4% | -5% | -9
CN(C(=O)CSc1nnc(NC(=O)Nc2ccccc2)s1)c1ccccc1 | . | . | -2% | . | . | 4% | ?
O=C(NNC1CC(=O)N(c2ccccc2)C1=O)c1cccnc1 (stereo not drawn) | 17% | -11% | -7% | -1% | -8% | -2% | 48
N=c1n(CCN2CCCCC2)c2ccccc2n1CC(O)COc1ccccc1 (stereo not drawn) | 11µM* | 26% | -9% | 4% | -2% | -1%&0% | 20&4
Cc1ccc(-n2c(C)nc3ccccc3c2=O)c(C)c1 | ? | -12% | 8% | 1% | -7% | -5% | -6

Already shown: an excerpt of the list.
SMILES | HCV inhibitor | AmpC inh no detg | AmpC inh detg | LmPK inh | AMA1-RON2 inh | Tb PYK inh | HCMV inh
COc1ccccc1OCC(=O)Nc1c2c(nn1-c1ccc(C)cc1)CS(=O)(=O)C2 | 5% | -10% | -18% | . | -4% | -5% | -9
CN(C(=O)CSc1nnc(NC(=O)Nc2ccccc2)s1)c1ccccc1 | . | . | -2% | . | . | 4% | ?
O=C(NNC1CC(=O)N(c2ccccc2)C1=O)c1cccnc1 (stereo not drawn) | 17% | -11% | -7% | -1% | -8% | -2% | 48
N=c1n(CCN2CCCCC2)c2ccccc2n1CC(O)COc1ccccc1 (stereo not drawn) | 11µM* | 26% | -9% | 4% | -2% | -1%&0% | 20&4
Cc1ccc(-n2c(C)nc3ccccc3c2=O)c(C)c1 | ? | -12% | 8% | 1% | -7% | -5% | -6

The listing continues.
SMILES | HCV inhibitor | AmpC inh no detg | AmpC inh detg | LmPK inh | AMA1-RON2 inh | Tb PYK inh | HCMV inh
Cc1ccc(CN2COc3ccc4c(-c5ccccc5)cc(=O)oc4c3C2)cc1 | . | . | 13% | . | . | 4% | -8
COc1ccc(C(=O)NC(=S)N2CCC(C)CC2)cc1Br | 19% | -6% | 5% | -4% | 34%[activator] | 2% | -11
COc1ccc(C(=O)c2ccccc2Cl)cc1 | -3% | -10% | 4% | -1% | 9% | -2% | 15
CC(C)c1ncc(S(=O)(=O)c2ccc(C(F)(F)F)cn2)c(N)n1 | 6% | -16% | -1% | -7% | 0% | 3% | 21
Cn1ncc(Cl)c1C(=O)N1CCN(S(=O)(=O)c2ccc(F)cc2)CC1 | 5% | -3% | 3% | -7% | -12% | -7% | -10
Cc1nc(-c2ccccc2)ccc1C(=O)O | 12% | -16% | -16% | 1% | 0% | 4% | -28
CCN1c2ccccc2-c2nc(SCC(=O)Nc3ccc(C)c(Cl)c3)ncc2S1(=O)=O | . | . | 1% | . | . | -1% | -38
CCOC(=O)c1ccc(NC(=O)NCc2cccnc2)cc1 | -3% | -48% | 3% | -5% | -2% | 2% | 8
COc1cccc(/C=C2\Oc3cc(OCC(=O)N4Cc5ccccc5C[C@H]4C(=O)O)ccc3C2=O)c1 | -3% | 76%[activator] | ? | 0% | -22% | 2% | .
COCCNC(=O)C(=O)Nc1ccc(Br)cc1 | 8% | -4% | -10% | 2% | ? | -4% | -28
COc1ccc(/C=C2\N=C(SC)N(C)C2=O)cc1 | 10% | -2% | ? | ? | 18% | -7% | -15
Cc1ccccc1CNS(=O)(=O)c1c(C(=O)N2CCCCC2)c(C)n(C)c1C | 24% | 4% | 6% | -2% | -7% | 3% | -23
CCCNc1ncnc2c1cnn2-c1ccc(OC)cc1 | . | -13% | 2% | 6% | . | . | .
Cc1ccc(C)c(NC(=O)CSc2nc(-c3ccccc3)c(C#N)c(=O)[nH]2)c1 | . | . | 0% | . | . | 2% | 5
CCn1cc2nc(SCc3cc(C)ccc3C)n(Cc3ccc(C)cc3)c(=O)c2n1 | . | . | -6% | . | . | -12% | 18
CCCc1nc(N2CCN(C)CC2)c2sc(=S)n(-c3ccccc3)c2n1 | -10% | -25% | ? | 2% | -17% | 3% | 11
c1ccc(NCc2nc(-c3ccccc3)no2)cc1 | -9% | -7% | -2% | 1% | 28% | -2% | 32
COc1ccc2nc(SC(C(=O)c3ccccc3)c3ccccc3)nc(C)c2c1 (stereo not drawn) | ? | -5% | -10% | 1% | -19% | -2% | -16
Cc1nc2c(-c3ccccc3)c(C)nn2c(SCC(N)=O)c1Cc1ccccc1 | ? | -2% | -7% | 2% | -1% | 0% | -10
COc1ccc([N+](=O)[O-])cc1NC(=O)c1ccccc1SC | ? | -7% | -5% | 2% | -12% | -7% | -30
COc1ccc(CCN2CC(C(=O)NCCc3ccccc3)CC2=O)cc1OC (stereo not drawn) | 16% | 3% | 4%&0% | -2% | -4% | 0%&9% | 48&-14
CC1CCN(CC(=O)Nc2ccc(Br)cc2[N+](=O)[O-])CC1 | ? | 25%[2.29 µM] | ? | 2% | -16% | -1% | ?
COc1ccc(S(=O)(=O)Cc2ccc(C(=O)NCc3ccc(C)cc3)o2)cc1 | ? | 0% | -13% | 2% | 4% | 3% | -10
COc1cc(OC)cc(C(=O)N2CCN(S(C)(=O)=O)CC2)c1 | 26% | -1% | ? | 6% | -14% | -9% | 16
O=C(N/N=C/c1ccccn1)C(O)c1ccccc1 (stereo not drawn) | 17% | -12% | 6% | -1% | 91%[activator] | 3% | -15

Compounds as they come; overall some 7.5% were active at least once.
